# Compound activity as filed in PubChem BioAssay.
# MMP13 inh: human MMP13 inhibitors, primary screen, biochemical, FRET peptide cleavage; AID 570, 2006; inhibition, % at 4 µM; 65,000 compounds, 0.07% hits; MMP-13 fTHP FRET cleavage, Mca fluorescence; Collagenase 3 (Homo sapiens), P45452;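 active = inhibition above the mean of compound-free control plate wells plus 3 SD, cut at about 14% in these data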;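 note: 0% = DMSO wells and 100% = wells with reference MMP-13 inhibitor after basal subtraction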
# NADH coupling: inhibitors of PK/LDH coupling enzymes, profiling panel, artefact control, biochemical, MLSMR library; coupled PK/LDH NADH assays, four targets; IC50, µM (top dose mostly 10 µM), inactives show top-dose inhibition; 65,000 compounds, 0.02% hits; AID 774, 2007;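 active = single-dose screening hits from any of four coupled enzyme assays that gave an IC50 when retested across doses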;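 note: the DPM-DC format reads NADH fluorescence rather than 340 nm absorbance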
# RORa activator: activators of orphan receptor RORA, primary screen, cell-based, luminescence. activation, % at 10 µM. CHO-K1 Gal4-RORA LBD luciferase reporter; percent increase over mock-subtracted basal signal. Nuclear receptor ROR-alpha (Homo sapiens), P35398. 65,000 compounds, 1.5% hits. AID 560, 2006;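 active = activation above the mean of all tested compounds plus 3 SD, cut at about 49% in these data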;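 note: 0% = DMSO-treated RORA cells and 100% = added signal equal to DMSO minus mock-transfected cells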
# 5HT1E antag: 5-HT1E receptor antagonists, primary screen, cell-based, HTS; 5-hydroxytryptamine receptor 1E (Homo sapiens), P28566; inhibition, % at 6 µM; CHO 5-HT1E Ga15 NFAT-bla reporter, FRET, antagonist; 65,000 compounds, 0.99% hits;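 active = inhibition above a set limit, the mean inhibition across every tested compound plus 3 SD, cut at about 29% in these data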;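 note: signal is the 460 over 535 nm emission ratio of beta-lactamase substrate; 0% = agonist plus DMSO wells and 100% = wells without agonist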
# Target sequence (P28566 whole entry, looked up): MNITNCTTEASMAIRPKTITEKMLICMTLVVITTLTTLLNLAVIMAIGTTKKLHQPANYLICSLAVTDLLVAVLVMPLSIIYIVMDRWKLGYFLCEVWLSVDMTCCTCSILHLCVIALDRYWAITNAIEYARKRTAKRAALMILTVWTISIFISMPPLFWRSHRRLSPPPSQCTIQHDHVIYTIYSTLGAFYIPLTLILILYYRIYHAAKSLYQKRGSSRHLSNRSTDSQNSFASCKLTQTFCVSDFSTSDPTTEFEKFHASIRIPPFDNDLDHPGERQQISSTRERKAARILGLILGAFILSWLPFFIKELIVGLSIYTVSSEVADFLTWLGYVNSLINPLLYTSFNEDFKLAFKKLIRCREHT
# 5HT1E ag: 5-HT1E receptor agonists, primary screen, cell-based, HTS; CHO 5-HT1E Ga15 NFAT-bla reporter, FRET; 0% DMSO wells, 100% control agonist wells; activation, % at 6 µM; 65,000 compounds, 0.69% hits; AID 574, 2007;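 active = activation above a set limit, the screen-wide mean activation plus 3 SD, cut at about 8.5% in these data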;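 note: 100% = positive control agonist at 1 µM giving full maximal response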
# SF-1 act: activators of human SF-1, primary screen, cell-based, CHO-K1, Gal4-SF-1 LBD, luciferase luminescence | CHO-K1 Gal4-SF-1 LBD luciferase reporter; % increase over DMSO SF-1-specific signal | activation, % at 10 µM | 65,000 compounds, 1.9% hits | AID 522, 2006;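 active = activation above the mean activation of all tested compounds plus 3 SD, cut at about 50% in these data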
# Target sequence (Q13285 whole entry, looked up, the tested form may be a part): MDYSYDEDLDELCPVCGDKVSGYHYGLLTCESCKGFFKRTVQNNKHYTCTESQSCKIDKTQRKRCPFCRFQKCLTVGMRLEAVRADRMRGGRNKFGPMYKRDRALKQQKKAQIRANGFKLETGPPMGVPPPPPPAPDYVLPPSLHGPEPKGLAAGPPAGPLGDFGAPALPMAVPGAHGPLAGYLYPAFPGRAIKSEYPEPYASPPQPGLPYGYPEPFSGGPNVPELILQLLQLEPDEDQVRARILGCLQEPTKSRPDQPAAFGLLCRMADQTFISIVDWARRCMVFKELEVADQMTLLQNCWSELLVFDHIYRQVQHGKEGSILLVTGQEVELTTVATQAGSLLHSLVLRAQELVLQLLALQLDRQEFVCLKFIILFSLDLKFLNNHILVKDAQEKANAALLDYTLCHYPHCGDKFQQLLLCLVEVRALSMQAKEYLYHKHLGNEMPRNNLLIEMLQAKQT
#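 System: CHO-K1 cells with Gal4–hSF-1 LBD chimera plus Gal4-driven luciferase; quantity: 4,000 CHO-K1 cells per well; compound: one dose, 10 µM compound, 1% DMSO; times: 20 h compound treatment, 37 °C; measured by: SteadyLite luciferase luminescence; read-out: percent activation versus DMSO; benchmarks: DMSO and mock-transfected background; replicates: one test per compound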
# 5-HT1A blocker: human 5-HT1a receptor antagonists, primary screen, cell-based, CHO, Ga15 NFAT-bla reporter; inhibition, % at 10 µM; 62,000 compounds, 0.68% hits; 5-hydroxytryptamine receptor 1A (Homo sapiens), P08908; AID 612, 2007; CHO 5-HT1a Ga15 NFAT-bla reporter, antagonist mode;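 active = inhibition above the mean of all tested compounds plus 3 SD, cut at about 43% in these data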;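 note: receptor stimulated by 5-CT agonist at 100 nM near EC80; beta-lactamase reporter measured by ratiometric fluorescence of a cleavable substrate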
# tolC growth inh: growth inhibitors of E. coli tolC mutant, primary screen, strain BW25113 ΔtolC::kan, 384-well | OD615 | growth inhibition, % at 10 µM (by protocol) | 65,000 compounds, 2.2% hits | AID 573, 2007;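 active = growth inhibition at or above a cutoff equal to the mean over every tested compound plus 3 SD, cut at about 60% in these data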;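 note: growth measured after 20 h incubation at 37 °C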
#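 Test system – E. coli BW25113 ΔtolC::kan, tolC deletion mutant strain · Detection – OD at 615 nm · Buffer or medium – LB with kanamycin 50 µg/mL · Times – 20 h compound exposure of bacteria at 37 °C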
# 5HT1a ag: human 5-HT1a receptor agonists, primary screen, cell-based, CHO, Ga15 NFAT-bla reporter | AID 567, 2006 | activation, % at 10 µM | CHO 5-HT1a Ga15 NFAT-bla reporter, FRET ratio; 0% basal, 100% maximal reference agonist | 65,000 compounds, 0.56% hits;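 active = activation above the screen-wide mean activation plus 3 SD, cut at about 19% in these data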;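 note: 0% = DMSO wells and 100% = 5-CT at EC100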
# Starred values were filed as active, the others as inactive; x = no result given; [ ] = remark or other dose. An excerpt; rates above refer to the full screens.
SMILES,MMP13 inh,NADH coupling,RORa activator,5HT1E antag,5HT1E ag,SF-1 act,5-HT1A blocker,tolC growth inh,5HT1a ag
O=c1cccc2n1CC1CC2CN(C(c2ccccc2)c2sc3ncnn3c2O)C1 (stereo not drawn),-4,2%,6,-4,-0.6,-15,3,-7,-1.7
Cc1c(C(=O)N2CCC3(CC2)OCCO3)sc2ncnc(N3CCN(c4ccccn4)CC3)c12,-1,8%,6,9,-0.4,21,-12,4,-0.2
O=C(C1CCN(S(=O)(=O)N2CCOCC2)CC1)N1CCC2(CC1)OCCO2,-2,13%,-14,1,0.2,-8,-4,-13,-1.2
c1ccc(C2NCc3ccccc3-n3cccc32)cc1 (stereo not drawn),2,2%,-2,0,-0.2,18,7,6,0.4
CN1C2CCC1CC(OC(=O)CCN1CCCC1)C2 (stereo not drawn),2,4%,0,-7,0.3,2,-19,-8,1.4
CCN(CC)c1ccc(N=Cc2c(O)n(CCC3=CCCCC3)c(=O)[nH]c2=O)cc1,2,4%,-5,3,-0.4,14,4,-10,-3.1
CC#CP(=O)(OCC)C(O)(c1ccccc1)C(F)(F)F (stereo not drawn),-7,2%,2,0,1.3,6,9,-3,-2.7
C[N+]1(C)CCN(c2ccccc2)CC1,-11,5%,-6,-6,-0.5,-9,x,12,-1.4
CC(=O)N(C1=NCCCS1)c1ccc(F)cc1,-124,4%,-1,-8,-0.5,-4,12,-11,-1.6
Cc1ccc2c(c1)[C@@H]1CN(C)CC[C@@H]1N2C(=O)Nc1cccc(C(F)(F)F)c1,2,3%,-23,1,0.1,7,x,10,-0.3
Cc1ccc(-n2c(O)c(C=NC3CCCC3)c(=O)[nH]c2=O)c(C)c1,0,2%,-2,-14,-0.8,4,-17,-16,-1.0
COc1ccc(OC)c(CC(=O)O)c1,-6,3%,-16,-2,2.4,-18,-9,-17,-1.8
CC1CCC(C(=O)NC(C(=O)N2CCC3(CC2)OCCO3)C(C)C)CC1 (stereo not drawn),-1,2%,-15,-7,0.2,5,2,-9,-2.5
O=c1[nH]c(=O)n(Cc2ccco2)c(O)c1C=NCc1ccc2c(c1)OCO2,-5,4%,0,5,-0.2,-2,x,7,-2.6
CN1C(=O)N(C)C(=O)C2(Cc3cc(N)ccc3N3CCN(c4ccccc4F)CC32)C1=O (stereo not drawn),1,6%,18,-9,1.1,-9,-8,-4,-1.9
Cc1nc2ccc(Cl)cn2c1P(=S)(N1CCOCC1)N1CCOCC1,2,4%,5,12,-0.1,0,-5,14,-1.5
Cc1nc2cc(-c3ccccc3)nn2c(C)c1CCC(=O)N1CCC2(CC1)OCCO2,-16,1%,-42,9,0.6,-36,10,6,0.1
COc1cccc(CN2CCN(C(=O)COc3ccc4ccccc4c3)CC2)c1,0,3%,-2,5,0.1,5,x,-2,0.2
COc1ccccc1N1CCN(Cc2ccc(Br)s2)CC1,1,12%,3,-4,4.6,-7,44*,37,-1.8
COCc1c(CN)cnc(C)c1N,-1,2%,20,-2,-1.0,7,-8,-12,-1.5
CCCS(=O)(=O)N1CCC(C(=O)N2CCC3(CC2)OCCO3)CC1,-4,6%,-16,6,-0.2,4,1,-25,-5.0
O=c1[nH]c(O)c(C=NC2CCN(Cc3ccccc3)CC2)c(=O)[nH]1,-2,9%,4,5,-0.3,30,x,-3,-1.4
CCOc1ccccc1-n1c(O)c(C=Nc2c(C)n(C)n(-c3ccccc3)c2=O)c(=O)[nH]c1=O,-3,2%,0,9,-0.6,21,x,-22,0.5
CCC(=NCCCN1CCOCC1)c1c(O)n(Cc2ccccc2)c(=O)[nH]c1=O,2,2%,-7,0,-0.4,6,-8,-27,0.7
Cc1cc(S(=O)(=O)NC(C)C)ccc1OCC(=O)N1CCN(Cc2ccc3c(c2)OCO3)CC1,6,2%,10,7,1.1,-2,3,-5,0.1
CCCCn1c(O)c(C=NCCCn2ccnc2)c(=O)[nH]c1=O,6,9%,-14,-1,0.2,-4,-5,-17,-2.7
CC1CN=C(Nc2ccccc2)S1 (stereo not drawn),-4,2%,2,-1,0.0,1,-4,1,-2.3
CN(C)c1ccc(N=Cc2c(O)n(CCC3=CCCCC3)c(=O)[nH]c2=O)cc1,-2,4%,-6,-2,-0.5,4,-4,-10,-2.3
CCOc1ccc(Cc2c(O)[nH]c(=O)[nH]c2=O)cc1,4,3%,2,-7,-0.9,6,x,9,-0.7
CC1=C(C(=O)N2CCC3(CC2)OCCO3)C2(CCC(C)CC2)OC1=O (stereo not drawn),3,2%,-12,-7,-0.2,8,7,-1,0.8
O=C(c1sc2ccccc2c1Cl)N1CCC2(CC1)OCCO2,-1,11%,2,2,0.5,5,-2,16,-1.9
Cc1cccc(C)c1NC1=NCCCCS1,-6,10%,10,-4,0.0,-30,18,-33,-2.3
O=C1CSC2N1CCNC21CCCCC1 (stereo not drawn),4,7%,-1,-3,-0.2,6,-3,-9,-3.1
O=P1(NCc2ccco2)COc2ccccc2OC1,2,14%,-2,-12,-0.4,2,-8,-20,0.2
Cc1[nH]c2ccccc2c1/C=N/O,1,4%,-3,-2,-0.1,-5,15,-7,-3.7
O=C(c1ccc2c(c1)OCO2)N1CCC2(CC1)OCCO2,1,7%,-5,-3,-1.3,1,-3,-14,-2.4
Cc1ccc(S(=O)(=O)NCC2CCC(C(=O)N3CCC4(CC3)OCCO4)CC2)cc1 (stereo not drawn),0,4%,7,-5,-0.5,-1,-4,3,-1.4
CC(=NCCCN1CCOCC1)c1c(O)[nH]c(=O)[nH]c1=O,1,7%,-20,9,-0.1,0,-1,-19,-1.0
CCOP1(=S)Oc2cc3c(cc2C(C(=O)OC)(C(F)(F)F)O1)OCO3 (stereo not drawn),9,4%,11,-2,0.2,1,8,2,-3.5
CNCCc1c[nH]c2ccccc12,-1,2%,3,-17,104*,-12,x,7,28*
O=c1[nH]c(=O)n(Cc2ccccc2)c(O)c1C=NCCCn1ccnc1,1,9%,0,-4,0.4,-12,-4,-28,1.0
CN(C)CCN=Cc1c(O)n(-c2cccc3ccccc23)c(=O)[nH]c1=O,-11,3%,-9,1,0.5,4,-13,-11,-1.2
C=Cn1ccnc1P(=S)(c1nccn1C=C)C1CCCCC1,0,5%,-8,-4,-0.3,0,13,27,-0.6
CCCC(=O)c1c(O)[nH]c(=O)[nH]c1=O,3,5%,6,1,0.1,-8,4,-15,1.6
Cc1nc2nc(C)c(CCC(=O)N3CCC4(CC3)OCCO4)c(C)n2n1,-10,4%,8,-10,-0.4,7,-3,-16,-1.8
Cc1cc(N2C(=O)C3CCCN3C2c2ccc(Cl)c(Cl)c2)no1 (stereo not drawn),-1,5%,-19,-5,-0.5,-3,1,-24,-2.7
CCOC(=O)N1CCN(C(C)C(=O)c2c[nH]c3ccccc23)CC1 (stereo not drawn),0,0%,21,1,1.8,32,4,-7,0.5
Fc1ccccc1N1CCN(Cc2ccc3c(c2)OCO3)CC1,0,14%,0,18,6.5,5,13,8,1.7
CCN(CC)C(=O)c1ccc(N2C(=O)C3CC=C(Cl)CC3C2=O)cc1 (stereo not drawn),-3,3%,23,-1,-0.8,11,-5,-5,-1.7
CC(=Nc1ccc2c(c1)CCC2)c1c(O)n(C)c(=O)n(C)c1=O,4,1%,14,-7,1.2,-10,1,-5,-2.3

# Record cards, as listed above. Order of values: MMP13 inh | NADH coupling | RORa activator | 5HT1E antag | 5HT1E ag | SF-1 act | 5-HT1A blocker | tolC growth inh | 5HT1a ag
# Profile of CN(C)CCN=Cc1c(O)n(-c2cccc3ccccc23)c(=O)[nH]c1=O : -11 | 3% | -9 | 1 | 0.5 | 4 | -13 | -11 | -1.2
# Profile of CCCC(=O)c1c(O)[nH]c(=O)[nH]c1=O : 3 | 5% | 6 | 1 | 0.1 | -8 | 4 | -15 | 1.6
# Profile of Cc1cc(N2C(=O)C3CCCN3C2c2ccc(Cl)c(Cl)c2)no1 (stereo not drawn) : -1 | 5% | -19 | -5 | -0.5 | -3 | 1 | -24 | -2.7
# Profile of C=Cn1ccnc1P(=S)(c1nccn1C=C)C1CCCCC1 : 0 | 5% | -8 | -4 | -0.3 | 0 | 13 | 27 | -0.6
# Profile of Fc1ccccc1N1CCN(Cc2ccc3c(c2)OCO3)CC1 : 0 | 14% | 0 | 18 | 6.5 | 5 | 13 | 8 | 1.7

# Next part
SMILES,MMP13 inh,NADH coupling,RORa activator,5HT1E antag,5HT1E ag,SF-1 act,5-HT1A blocker,tolC growth inh,5HT1a ag
CCCS(=O)(=O)N1CCCC(C(=O)N2CCC3(CC2)OCCO3)C1 (stereo not drawn),5,5%,-15,-4,-0.3,-1,-4,-34,-1.0
CP(C)(=O)CCC(=O)O,4,3%,2,-4,0.9,-3,-1,9,-1.4
O=C1NC(=O)N(Cc2ccccc2Cl)C(=O)/C1=C/N1CCOCC1,1,2%,-9,-9,0.5,7,-19,-13,-0.3
CCOC(=O)C1=C(C)N(C)C2(C)CC1c1ccccc1O2 (stereo not drawn),-1,6%,-2,7,-1.1,-4,13,-7,-3.1
CC1(C)C(c2ccccc2)=NC(c2cccnc2)=[N+]1[O-],2,7%,12,1,1.3,7,-8,0,50*
CCN(CC)CCCN=Cc1c(O)n(-c2cccc(C)c2C)c(=O)[nH]c1=O,2,4%,11,1,1.2,13,12,0,-1.0
CC12CCCCC1N(O)CN2O (stereo not drawn),-3,5%,-14,-2,2.2,-13,-7,-23,-2.2
CCCCc1nc2ccccc2c(=O)n1-c1ccccc1O,-5,0%,5,2,0.0,-7,x,8,-2.0
CCCCSP1(=S)NCCCN1,3,5%,-15,1,-0.1,-1,x,10,-1.2
O=C1CCCC2C3CCCN4CCCC(CN12)C34 (stereo not drawn),6,8%,-14,0,0.4,22,-6,-14,-4.1
COc1cccc(N2C(=O)CC(=O)NC2=O)c1,-2,3%,0,-6,-0.1,-12,-3,-24,2.3
Cc1ccc(CN2CC3CC(C2)c2cccc(=O)n2C3)cc1 (stereo not drawn),-6,1%,-5,-10,-1.0,-29,5,7,1.2
Cn1ncnc2c(=O)n(C)c(=O)nc1-2,5,1%,-98,101*,4.5,-96,85*,25,6.7
C=Cn1ccnc1P(=S)(c1ccc(N(C)C)cc1)c1nccn1C=C,9,3%,-7,-6,-0.5,-7,-13,16,2.1
CC1(C)CC(=O)C(C2(O)C(=O)NC(=O)NC2=O)=C(O)C1,-2,6%,-3,0,-0.1,2,-10,-12,-2.2
CCOC(=O)c1c(N)n(CCN2CCCCC2)c2nc3ccccc3nc12,-336[fluorescence artefact?],10%[fluoresces],5,-7,2.5,-4,-6,9,6.2
COc1ccc(CCn2c(O)c(C=NCc3cccnc3)c(=O)[nH]c2=O)cc1OC,-12,2%,30,19,-1.4,-2,7,-5,-1.6
